Assay outcomes deposited in PubChem by several laboratories.
TNAP act DEA: activates human TNAP at intermediate phosphate acceptor concentration; P05186; purified TNAP, CDP-star luminescence, 100 mM DEA, 30 min; active compounds read high; scale: 0 levamisole-inhibited, 1 vehicle-only enzyme; activation factor at 20 µM; 64,000 tested, under 10 active; AID 813;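 active = activation factor of at least 2 at 20 µM, relative to controls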
M1 agonist: activates the M1 muscarinic receptor; actives 3% (n = 64,000); AID 626; CHO-M1 cells, Fluo-4 calcium fluorescence, agonist mode; active compounds read high; B-score at 10 µM;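 active = fluorescence rise, raw or as B-score row- and column-corrected plate score, outside the 99.7% band of its plate's samples, either direction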
NADH enzymes: inhibition of NAD/NADH coupling enzymes, library profiling | coupled PK/LDH NADH assays, four targets | IC50, µM (highest dose often 10 µM), without a hit: at the highest dose inhibition | actives 0.02% (n = 65,000);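 active = single-dose screening hits from any of four coupled enzyme assays that gave an IC50 when retested across doses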;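 also: the DPM-DC format reads NADH fluorescence rather than 340 nm absorbance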
SF-1 act: activators of human nuclear receptor SF-1; activation, % at 10 µM; actives 1.9% (n = 65,000); CHO-K1 Gal4-SF-1 LBD luciferase reporter; % increase over DMSO SF-1-specific signal; AID 522; Q13285;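 active = activation above the mean activation of all tested compounds plus 3 SD, cut at about 50% in these data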
Target sequence (Q13285 whole entry, looked up, the tested form may be a part): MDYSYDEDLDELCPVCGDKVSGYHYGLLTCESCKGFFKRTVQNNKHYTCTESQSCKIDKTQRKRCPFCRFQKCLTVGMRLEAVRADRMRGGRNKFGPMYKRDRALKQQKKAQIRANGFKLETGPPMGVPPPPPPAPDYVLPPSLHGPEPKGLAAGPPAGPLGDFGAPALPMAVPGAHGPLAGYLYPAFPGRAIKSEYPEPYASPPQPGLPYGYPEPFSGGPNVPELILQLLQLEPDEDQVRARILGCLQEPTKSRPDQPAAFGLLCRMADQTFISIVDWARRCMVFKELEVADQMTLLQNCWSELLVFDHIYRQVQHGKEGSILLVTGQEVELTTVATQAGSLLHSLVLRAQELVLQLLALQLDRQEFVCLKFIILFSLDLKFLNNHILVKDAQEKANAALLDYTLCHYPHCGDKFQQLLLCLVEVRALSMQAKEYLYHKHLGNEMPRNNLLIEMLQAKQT
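System: CHO-K1 cells with Gal4–hSF-1 LBD chimera plus Gal4-driven luciferase; quantity: 4,000 CHO-K1 cells per well; compound: one dose, 10 µM compound, 1% DMSO; times: 20 h compound treatment, 37 °C; measured by: SteadyLite luciferase luminescence; read-out: percent activation versus DMSO; benchmarks: DMSO and mock-transfected background; replicates: one test per compound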
M1 antag: blocks the rat M1 muscarinic receptor response to acetylcholine; CHO-M1 cells, Fluo-4 calcium, ACh EC80 antagonist mode; active compounds read low; B-score at 10 µM; actives 3.4% (n = 64,000); AID 628;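 active = calcium fluorescence response, raw or row-and-column corrected B-score, differing from the plate sample mean either way at a set confidence level, mostly lower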
Target sequence (P08482 whole entry, looked up): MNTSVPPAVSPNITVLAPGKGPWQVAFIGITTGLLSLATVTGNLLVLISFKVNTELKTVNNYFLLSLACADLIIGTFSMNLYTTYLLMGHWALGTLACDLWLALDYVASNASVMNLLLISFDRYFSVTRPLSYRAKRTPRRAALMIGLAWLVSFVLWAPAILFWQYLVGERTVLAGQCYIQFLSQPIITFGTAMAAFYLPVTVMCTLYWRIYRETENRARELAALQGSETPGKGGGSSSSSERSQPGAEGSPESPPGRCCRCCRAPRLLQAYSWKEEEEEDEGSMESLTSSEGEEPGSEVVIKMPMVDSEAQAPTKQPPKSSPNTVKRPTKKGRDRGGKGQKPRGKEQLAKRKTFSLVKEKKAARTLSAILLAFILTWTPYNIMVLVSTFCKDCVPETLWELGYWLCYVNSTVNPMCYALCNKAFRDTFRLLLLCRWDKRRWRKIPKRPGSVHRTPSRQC
HEK293 NFkB inh: lowers PMA/ionomycin-induced NF-kB signal in HEK293 cells. HEK-293 NF-kB luciferase reporter, luminescence. inhibition, % at 3 µM. actives 0.21% (n = 62,000). AID 465;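 active = inhibition above the mean of all tested compounds plus 3 SD, cut at about 40% in these data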;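 also: 0% = stimulated DMSO wells and 100% = 10 µM reference inhibitor 5653914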
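Timing: 1 h pretreatment, 16 h stimulation, 37 °C; system: HEK-293 cells with stable firefly luciferase reporter driven by four HIV NF-kB elements; doses: 3 µM once, 0.30% DMSO; measured by: luciferase luminescence; control set: DMSO and 10 µM reference inhibitor; repeats: single test; reagent: PMA plus ionomycin mix as NF-kB-activating stimulus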
D1 allo mod: allosteric modulators of human D1 dopamine receptor | HEK293 D1, CRE-luciferase, dopamine EC30 potentiation; actives deviate in either direction | P21728 | B-score at 10 µM | actives 5.9% (n = 58,000);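 active = luminescence count or its row- and column-corrected plate score outside the 99.7% band of the plate's sample wells, on either side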
Jurkat viability: cytotoxic compounds reducing Jurkat cell viability; Jurkat E6.1 viability, ATP luminescence, 48 h; inhibition, % at 4 µM; actives 1.2% (n = 56,000);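 active = inhibition above the mean inhibition of all tested compounds plus 3 SD, cut at about 28% in these data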
tolC growth inh: growth inhibitors of E. coli BW25113 tolC mutant. OD615. growth inhibition, % at 10 µM (by protocol). actives 2.2% (n = 65,000);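 active = growth inhibition at or above a cutoff equal to the mean over every tested compound plus 3 SD, cut at about 60% in these data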;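 also: growth measured after 20 h incubation at 37 °C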
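Test system: E. coli BW25113 ΔtolC::kan bacteria; incubation: 37 °C, 20 h exposure; medium: LB broth supplemented with 50 µg/mL kanamycin; read-out basis: percent growth inhibition; signal: A615 absorbance measurement; compound: 10 µM final, single dose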
* marks the source's active call; other numbers are inactive results; nt = no result given; [ ] = dose if it differs, or a comment.

SMILES	TNAP act DEA	M1 agonist	NADH enzymes	SF-1 act	M1 antag	HEK293 NFkB inh	D1 allo mod	Jurkat viability	tolC growth inh
c1ccc2c(c1)C(=Nn1cnnc1)c1ccccc1-2	0.8	-0.16	2%	15	-0.25	6	0.95	nt	24
Cc1nn(-c2ccccc2)c(C)c1NC(=O)c1ccc(S(=O)(=O)N2CCCC2)cc1	0.9	-0.0069	3%	-14	-0.7	7	0.23	7	-3
Cc1sc(CO)c(Sc2ccccc2)c1C(=O)O	0.8	0.78	5%	5	-0.23	18	nt	2	-30
CCCCCOC(=O)c1[nH]c2c(c1C)C(=O)CC(c1ccco1)C2 (configuration not stated)	0.8	-0.33	6%	-57	-1	38	-0.76	101*	32
COc1ccc(S(=O)(=O)NCc2ccco2)c2ccccc12	0.9	-0.93	8%	-14	0.81	14	1.5	1	21
COc1cc2[nH]c3c(N4CCN(c5ccc(Cl)cc5)CC4)ncnc3c2cc1OC	0.9	-0.04	3%	4	0.14	12	nt	12	6
CCc1ccc(N2CC(C(=O)OCC(=O)Nc3cc(C)on3)CC2=O)cc1 (configuration not stated)	0.9	1	2%	8	0.25	8	-1.7	-4	-13
CSc1nnc(N(CCC#N)CCC#N)s1	0.9	0.45	4%	-7	0.021	nt	-0.47	nt	-7
COc1cc(C)nc(NS(=O)(=O)c2ccc(C)cc2)n1	0.8	0.92	4%	0	-0.06	9	0.41	-1	2
O=C(CN1CCCCCC1)Nc1cccc2c1OCO2	0.9	0.12	5%	23	0.094	-2	0.0092	0	-11
O=C(O)CC(NC(=O)C(c1ccccc1)c1ccccc1)c1ccco1 (configuration not stated)	0.9	-0.55	4%	6	0.6	17	-0.11	3	-4
CC(C)Cc1cc(C(=O)NCCN2CCOCC2)no1	1	-0.5	8%	-17	0.45	8	0.47	-13	-14
COc1cc2c(cc1OC)C(c1ccccc1O)N(C1CC(=O)N(c3ccccc3)C1=O)CC2 (configuration not stated)	1.1	-0.44	3%	-7	0.51	11	0.91	4	-9
CCOC(=O)c1c(CN2CCCCC2C)oc2ccc(OC)cc12 (configuration not stated)	1	-0.27	8%	-3	0.18	20	0.68	3	nt
CC1(C)CC(=O)C=C(NC2CCCCCC2)C1	1	-0.26	2%	-5	-0.86	13	-0.56	6	1
N#CC(=C1SC=CS1)c1nc(-c2ccccc2)cs1	0.8	-0.035	2%	81*	0.96	-9	0.48	nt	-8
Cc1ccccc1NC(=O)c1c(-c2ccccc2)noc1C	0.9	0.59	6%	-10	-0.12	13	-0.92	-6	1
COc1ccccc1CC(=O)N(CCC#N)CCC#N	1	0	3%	2	-1.1	19	-0.65	7	-9
COc1ccc(CC(=O)OC(C)CN2CCCC2)cc1 (configuration not stated)	0.9	0.61	6%	-15	-0.41	-4	-0.21	-2	-14
CCC(C)N(C)Cc1cccc(C2(O)CCN(S(=O)(=O)c3ccc(F)cc3)CC2)c1 (configuration not stated)	1	1.2	4%	1	-2.1*	8	nt	-2	-16
CC(C)CCn1c(=O)c2ccccc2n2c(COC(=O)c3ccc(S(=O)(=O)N(C)C)cc3)nnc12	0.9	-0.13	5%	-7	0.95	21	1.3	4	-5
O=C(O)c1cccnc1SCC(=O)N1CCCCCC1	0.9	-0.49	0%	-8	0.76	12	-0.47	8	-13
COc1cccc(C2/C(=C(/O)c3ccccc3)C(=O)C(=O)N2CCCC(=O)O)c1 (configuration not stated)	0.9	0.15	2%	9	0.2	12	-0.0015	1	-18
O=C(C1CCCN(S(=O)(=O)c2cccc3nsnc23)C1)N1CC=C(c2ccccc2)CC1 (configuration not stated)	0.9	0.56	10%	-2	-0.93	9	-0.91	4	45
Cc1nnc(NC(=O)CSC2CCCCC2)s1	0.9	-0.2	4%	8	0.16	12	0.53	7	-7
CC(=O)c1ccc(NC(=O)CSC(C)C)cc1	1	0.52	6%	13	-0.043	4	0.39	0	-5
O=C(O)c1ccccc1SC1CC(=O)N(C2CCCCC2)C1=O (configuration not stated)	1	1.1	7%	2	-0.23	10	3.9*	-3	-11
CCOC(=O)N1CCC(N2C(=O)c3ccccc3C2Nc2cccnc2)CC1 (configuration not stated)	0.9	1.4	3%	10	0.081	0	1.8	3	1
CC(=O)c1cccc(NS(=O)(=O)N2CCCCC2)c1	1	0.29	5%	8	0.099	14	-0.6	-13	-7
CCOc1ccc(OCC)c(Nc2cc(C)nc3nc(C)nn23)c1	0.8	-0.47	6%	21	0.0059	5	nt	18	11
Cc1onc(-c2ccccc2Cl)c1C(=O)Nc1ccc(F)c(F)c1	0.8	-0.084	7%	-8	-0.064	13	0.078	0	19
COc1ccc(Cn2nnnc2C(c2ccc(C)cc2)N2CCN(C3CCCC3)CC2)cc1 (configuration not stated)	0.9	-0.62	7%	6	0.23	12	1	7	4
CCOc1ccc2cc(C#N)c(SCC(=O)N3CCOCC3)nc2c1	0.9	0.11	3%[fluoresces]	21	0.2	-4	1.9	7	17
Cc1ccc(CN2C(=O)CCC2C(=O)NCC2CCCO2)cc1 (configuration not stated)	0.9	0.21	2%	2	-0.51	24	1.3	-1	-9
C=CCc1ccccc1OCC(O)CN1CCN(c2ccc(OC)cc2)CC1 (configuration not stated)	0.9	-0.89	5%	-2	-0.77	14	-2.6*	-3	26
CN(Cc1c(O)ccc2c1oc(=O)c1ccccc12)C1CCCCC1	0.9	0.79	8.8µM*	12	0.028	nt	-2.4	nt	-4
CC1(C)CC(C2N3CC4(C)CN2CC(C)(C3)C4=O)CCO1 (configuration not stated)	0.8	0.089	2%	-3	0.35	7	0.79	-7	-11
CCCN(CC1CC1)S(=O)(=O)c1ccc(S(N)(=O)=O)cc1	0.9	0.34	2%	-9	0.12	0	0.042	-5	-1
C=CCNC(=O)c1ccccc1NS(=O)(=O)c1ccccc1	0.8	-0.71	4%	14	-0.02	17	-0.24	1	4
COc1ccc(C(=O)n2nc(-c3ccccc3)nc2N)cc1OC	0.8	1.1	3%	-19	0.12	17	6.1*	5	-3
COc1ccc(OC)c(C2/C(=C(/O)c3ccc(C)cc3)C(=O)C(=O)N2Cc2ccco2)c1 (configuration not stated)	0.9	-0.3	2%	5	-0.0098	nt	-1.3	nt	9
O=C(c1ccc(F)cc1)C1CCN(C(=O)c2ccncc2)CC1	1.2	0.16	11%	10	-0.037	27	-0.6	11	2
C=CCNC(=O)C(C#N)c1nc2ccccc2nc1N1CCN(Cc2ccccc2)CC1 (configuration not stated)	0.9	-1.7	2%	6	1.1	26	-1.6	2	11
N#Cc1nc(COc2ccc(Br)cc2)oc1N1CCN(Cc2ccccc2)CC1	0.9	-0.58	3%	-7	-0.18	nt	-1	nt	7
Cc1cccc(N2CCN(C(=O)c3cc4ccccc4oc3=O)CC2)c1C	0.8	-0.043	2%	-9	0.032	15	-0.12	-5	11
Cc1nnc2c3cnn(-c4ccc(Cl)cc4)c3ncn12	0.6	1.8	3%	25	-0.23	-12	-0.09	nt	9
O=C(NC1=NCCS1)c1cccc(S(=O)(=O)N2CCCCC2)c1	0.9	-0.3	3%	10	0.28	-1	-0.12	nt	-1
Cc1nc2ccc(NC(=O)N3CCN(c4ccccn4)CC3)cc2s1	0.9	0.31	4%	-3	0.62	9	-0.037	4	24
CCOc1nc(C)ccc1-c1noc(-c2ccccc2OC)n1	0.9	0.021	0%	14	-1.3	-9	-0.068	nt	7
CCOc1ccc(-n2c(-c3ccco3)n[nH]c2=S)cc1	0.9	0.14	25%	7	-0.52	14	-0.027	1	7
CC(=O)N1CCCc2cc(S(=O)(=O)N3CCN(c4ccccn4)CC3)ccc21	0.9	-1.2	0%	-10	-0.69	21	-0.25	8	23
CN(C)CCCN(CCCNC(=O)/C=N/O)Cc1ccccc1	0.9	0.97	3%	7	0.57	nt	nt	nt	1
CCc1ccc2oc(=O)cc(CN3CCCCC3C)c2c1 (configuration not stated)	0.8	-0.0062	9%	-4	-0.8	7	3.8*	2	21
O=c1cc(-c2ccco2)oc2ccc(Cl)cc12	0.9	0.78	2%[fluoresces]	5	0.33	-3	1.3	-3	11
COC(=O)c1ccc(Cl)c(NC(=O)NC2CCCCC2)c1	1	0.4	5%	11	0.22	10	-0.71	-4	-12
Cc1ccccc1NS(=O)(=O)c1cccc(-c2nnc(-c3ccccc3)o2)c1	0.9	0.011	2%	-18	-0.55	2	1.9	3	10
COCCNC(=S)c1ccc(OC)cc1	0.9	0.11	2%	11	0.25	15	-1.2	-6	8
C=CCSc1nc(N)c(C(=O)Nc2ccccc2C)cc1C(N)=O	0.9	0.6	2%	-5	-3*	21	-0.32	2	15
OC(c1ccc(Cl)cc1Cl)C(Cc1cccnc1)n1cncn1 (configuration not stated)	1	0.22	5%	-17	0.21	9	-0.61	7	-1
O=C(CS(=O)(=O)Cc1ccccc1)Nc1nnc(C2CCCCC2)s1	0.9	-0.57	0%	4	0.9	15	-0.31	0	33

Part of the list above in another layout:
| compound | TNAP act DEA | M1 agonist | NADH enzymes | SF-1 act | M1 antag | HEK293 NFkB inh | D1 allo mod | Jurkat viability | tolC growth inh |
| --- | --- | --- | --- | --- | --- | --- | --- | --- | --- |
| C=CCSc1nc(N)c(C(=O)Nc2ccccc2C)cc1C(N)=O | 0.9 | 0.6 | 2% | -5 | -3* | 21 | -0.32 | 2 | 15 |
| OC(c1ccc(Cl)cc1Cl)C(Cc1cccnc1)n1cncn1 (configuration not stated) | 1 | 0.22 | 5% | -17 | 0.21 | 9 | -0.61 | 7 | -1 |

(further entries)
SMILES	TNAP act DEA	M1 agonist	NADH enzymes	SF-1 act	M1 antag	HEK293 NFkB inh	D1 allo mod	Jurkat viability	tolC growth inh
CC(=O)OCC(=O)[C@H]1CC[C@H]2[C@@H]3CCC4=CC(=O)CC[C@]4(C)[C@H]3CC[C@]12C	0.9	1.8	1%	-20	-0.68	nt	2.5	nt	12
NC1=NC(=O)CC(C(=O)NCc2ccccc2)S1 (configuration not stated)	0.9	0.74	5%	-6	1.9	11	-0.36	0	-4
CCOc1ccccc1CN1C(=O)NC(C)(c2ccccc2)C1=O (configuration not stated)	0.9	-0.31	4%	2	0.065	7	-0.6	8	13
COc1ccccc1-n1cnnc1SCC(=O)N1CCN(S(=O)(=O)c2ccccc2)CC1	0.9	-0.41	5%	2	0.0052	6	nt	1	2
CCCCn1c(SCC(=O)Nc2cc(C)on2)nnc1-c1cccnc1	0.8	0.56	2%	-17	-1.1	4	-0.63	2	nt
COc1cccc(-c2nc3n(n2)C(c2ccccc2Cl)C(C(N)=O)=C(C)N3)c1 (configuration not stated)	0.7	0.13	2%	-17	0.052	3	-0.94	-7	-3
Fc1ccc(-c2nnc(-c3ccc(Cl)cc3Cl)o2)cc1	0.9	-0.31	3%	-24	1.5	-23	-2.9*	1	10

Quoted from the listing.
`CCCCn1c(SCC(=O)Nc2cc(C)on2)nnc1-c1cccnc1` – Jurkat viability = 2
`COc1ccccc1-n1cnnc1SCC(=O)N1CCN(S(=O)(=O)c2ccccc2)CC1` – M1 antag = 0.0052
`CC(=O)OCC(=O)[C@H]1CC[C@H]2[C@@H]3CCC4=CC(=O)CC[C@]4(C)[C@H]3CC[C@]12C` – M1 antag = -0.68
`Fc1ccc(-c2nnc(-c3ccc(Cl)cc3Cl)o2)cc1` – HEK293 NFkB inh = -23
`COc1cccc(-c2nc3n(n2)C(c2ccccc2Cl)C(C(N)=O)=C(C)N3)c1` (configuration not stated) – NADH enzymes = 2%
`NC1=NC(=O)CC(C(=O)NCc2ccccc2)S1` (configuration not stated) – SF-1 act = -6
